Screening data deposited in PubChem by National Center for Advancing Translational Sciences (NCATS).
TRHR ag: TRH receptor (human) agonism | P34981 | TRHR cells, calcium flux fluo-8, FDSS agonist mode | activation, % at 2 µM | 360,000 compounds, 0.18% hits | AID 493084; in the data active = activation above about 30%; note: 0% is about no effect
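Steps: seed TRHR cells overnight; add fluo-8 no-wash Ca dye, RT 30 min–1.5 h; record 10 s baseline; pin-transfer compounds; monitor fluorescence 1 cycle/s for the agonist window. Calcium increases flag candidate agonists.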
D1 PAM: enhances dopamine response at the human D1 receptor. 360,000 compounds, 0.036% hits. potentiation, % at 10 µM. HEK293 TREx D1 cells, calcium flux, dopamine EC20 potentiation; in the data active = potentiation above about 30%; note: 0% is about no effect
D1 agonist: human D1 receptor agonism; HEK293 T-REx D1 cells, calcium flux, agonist mode; 360,000 compounds, 1% hits; activation, % at 2 µM; P21728; in the data active = activation above about 30%; note: 0% is about no effect
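Agonism was scored from calcium flux recorded over 180 s (1 read/s) after pintool compound addition, following a 10-cycle baseline. Cells were inducible force-coupled HEK293 TREx D1, plated overnight at 30 C and loaded with no-wash calcium dye.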
Anesthetic bind: candidate novel general anesthetic via apoferritin binding; P02791; apoferritin/1-aminoanthracene competitive binding, fluorescence; 350,000 compounds, 0.074% hits; AID 485281; Potency, µM (top dose mostly 77.5 µM), without a hit: at the highest dose activity change, negative = displacement, usual class: inhibitors; note: potency is the fitted concentration of half-maximal effect; % is set by controls: 0 for no effect and ±100 for the full control effect; nearly all actives have a fitted effect of over 20% in size
Target sequence (P02791 2-175 limits assumed): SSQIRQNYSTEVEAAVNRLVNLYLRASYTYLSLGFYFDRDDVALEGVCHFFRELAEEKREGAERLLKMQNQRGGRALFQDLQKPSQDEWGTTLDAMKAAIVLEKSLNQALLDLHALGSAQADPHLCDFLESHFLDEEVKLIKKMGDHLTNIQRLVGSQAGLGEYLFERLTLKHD
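Concentration-response curves derived by four-parameter Hill fitting of normalized fluorescence, where compounds displaced 1-AMA from 10 uM horse apoferritin following a brief 10 min room-temperature incubation; propofol titration acted as positive control.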
RXFP1 antagonist: RXFP1 (human) relaxin receptor antagonism. Q9HBX9. activity change, negative = inhibition, % at 57.5 µM. HEK293-RXFP1, relaxin-stimulated cAMP HTRF, 30 min; hits give low values. 350,000 compounds, 0.59% hits;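 active = activity change of -60% or lower, but not beyond a set lower limit; inconclusive = change between -60% and -40%, or beyond the set limit; inactive = change above -40%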; note: % is set by controls: 0 for no effect and ±100 for the full control effect
Target sequence (Q9HBX9 whole entry, looked up): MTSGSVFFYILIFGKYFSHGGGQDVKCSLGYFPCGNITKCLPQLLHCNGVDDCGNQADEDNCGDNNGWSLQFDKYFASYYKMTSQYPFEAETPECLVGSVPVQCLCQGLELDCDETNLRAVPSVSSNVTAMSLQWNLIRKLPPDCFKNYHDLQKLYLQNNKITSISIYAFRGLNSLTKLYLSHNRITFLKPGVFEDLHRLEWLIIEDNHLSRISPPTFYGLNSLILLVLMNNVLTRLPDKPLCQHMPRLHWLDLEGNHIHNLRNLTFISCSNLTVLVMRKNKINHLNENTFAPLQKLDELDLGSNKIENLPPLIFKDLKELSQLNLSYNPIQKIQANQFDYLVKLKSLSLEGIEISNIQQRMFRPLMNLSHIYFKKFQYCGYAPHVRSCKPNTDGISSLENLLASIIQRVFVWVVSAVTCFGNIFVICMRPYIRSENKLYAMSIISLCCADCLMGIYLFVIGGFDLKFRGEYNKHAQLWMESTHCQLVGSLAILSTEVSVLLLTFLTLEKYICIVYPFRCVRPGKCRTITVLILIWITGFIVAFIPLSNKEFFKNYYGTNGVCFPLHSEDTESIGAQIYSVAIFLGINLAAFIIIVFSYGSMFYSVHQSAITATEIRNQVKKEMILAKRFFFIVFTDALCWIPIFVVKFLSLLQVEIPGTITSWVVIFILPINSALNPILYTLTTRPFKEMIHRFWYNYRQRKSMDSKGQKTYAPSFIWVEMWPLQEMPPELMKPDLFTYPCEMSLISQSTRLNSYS
D1 antagonist: human D1 dopamine receptor antagonism. 360,000 compounds, 3.2% hits. P21728. activity change, negative = inhibition, % at 10 µM. HEK293 TREx D1 cells, calcium flux, dopamine EC80; hits give low values. AID 504652; in the data active = activity change below about -30%; note: % is set by controls: 0 for no effect and ±100 for the full control effect
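Tetracycline-induced HEK293 T-REx cells with force-coupled D1 receptor were loaded with a no-wash calcium dye. Compound was added after a 10 s baseline and read kinetically for 180 s; EC80 dopamine was then added and calcium flux followed another 180 s.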
D2 potentiator: positively modulates the human D2 dopamine receptor allosterically | P14416 | potentiation, % at 10 µM | 340,000 compounds, 0.34% hits | AID 485347 | HEK293 T-REx D2, calcium flux, EC20 dopamine potentiation;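 active = potentiation over 3 SD above the plate norm, cut at about 30% in these data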; note: 0% is about no effect
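Tetracycline-induced HEK293 T-REx cells force-coupled to calcium signalling expressed D2; compounds were pin-added after a 10 s baseline, read kinetically 180 s, then an EC20 dopamine challenge followed with a further 180 s calcium read.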
RXFP1 ag: agonists of human relaxin receptor RXFP1; AID 2676; 370,000 compounds, 0.3% hits; HEK293T-RXFP1 cAMP TR-FRET, 30 min; response scale: percent of porcine relaxin response, buffer zero; Potency, µM (top dose mostly 57.5 µM), without a hit: top-dose activation, most hits filed as activators; Q9HBX9; note: potency is the fitted concentration of half-maximal effect; % is set by controls: 0 for no effect and ±100 for the full control effect; nearly all actives have a fitted effect of over 60% in size; many of its hits are not listed in these tables
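Agonist response is measured as cAMP accumulation in an RXFP1-transfected HEK293T line under PDE4 inhibition. Values are scaled between buffer-only and 29 nM porcine relaxin, and EC50s come from standard Hill equation fits.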
TRHR enhancer: allosterically enhances the human TRH receptor; P34981; TRHR cells, fluo-8 calcium fluorescence, EC20 TRH enhancement; enhancement, % at 2 µM; 360,000 compounds, 0.66% hits; AID 493056; in the data active = enhancement above about 30%; note: 0% is about no effect
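TRHR-expressing cells loaded with fluo-8 calcium dye were read kinetically (ex 480/em 530) during compound addition, then stimulated with an EC20 of TRH (10 nM final). Enhancement of the Gq-mediated intracellular calcium response was scored.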
* marks the source's active call; other numbers are inactive results. Unless noted, calls come from the whole dose curve; as a rule, active = well fitted curve in the direction sought with a large enough effect; inconclusive = small, poorly fitted or top-dose-only effect, or another doubt; inactive = no such curve, though single readings can be large; an effect the other way counts as inactive or inconclusive.

What do the screens show for `COc1ccc(C(=O)N2CC(=O)Nc3ccc(C)cc3C2c2ccccc2)cc1` (stereo unspecified)?
TRHR ag: 0.6; D1 PAM: 3.1; D1 agonist: 1.3; Anesthetic bind: -6.1%; RXFP1 antagonist: -2.2; D1 antagonist: -10.9; D2 potentiator: 5.7; RXFP1 ag: -2.2%; TRHR enhancer: -0.1

How did COc1cc(CN(C(=O)COc2ccc(F)cc2)c2ccccn2)cc(OC)c1OC do in these assays?
TRHR ag: 0.0; D1 PAM: 1.4; D1 agonist: 0.3; Anesthetic bind: 5.8%; D1 antagonist: 0.1; D2 potentiator: 0.4; RXFP1 ag: 0.5%; TRHR enhancer: -1.9

Results for COc1ccc2c(c1)[nH]c1c(=O)n(CCCn3ccnc3)cnc12 ?
TRHR ag: -0.5; D1 PAM: 0.3; D1 agonist: -2.1; Anesthetic bind: -6.2%; RXFP1 antagonist: -5.5; D1 antagonist: 18.0; D2 potentiator: -11.4; RXFP1 ag: 2.9%; TRHR enhancer: -2.6

What do the screens show for `CNS(=O)(=O)c1cccc(C(=O)NCC2CCCCC2)c1`?
TRHR ag: 0.8; D1 PAM: -1.9; D1 agonist: 1.3; Anesthetic bind: 2.2%; RXFP1 antagonist: 6.2; D1 antagonist: 15.5; D2 potentiator: -13.6; RXFP1 ag: -3.3%; TRHR enhancer: -2.9

Results for c1ccc(NC2=NCCCCS2)cc1 ?
TRHR ag: 0.3; D1 PAM: -6.7; D1 agonist: 1.5; Anesthetic bind: -14.1%; RXFP1 antagonist: -3.1; D1 antagonist: -14.6; D2 potentiator: 0.3; RXFP1 ag: -0.2%; TRHR enhancer: -3.2

How did CSc1ccc(COC(=O)CCS(=O)(=O)c2ccc(C)cc2)cc1 do in these assays?
TRHR ag: -1.5; D1 PAM: -6.5; D1 agonist: 3.5; RXFP1 antagonist: -25.2; D1 antagonist: -2.5; RXFP1 ag: 0.8%; TRHR enhancer: -1.5

How did O=S(=O)(c1cc(Cl)ccc1Cl)N1CCN(Cc2ccco2)CC1 do in these assays?
TRHR ag: -0.6; D1 PAM: 10.9; D1 agonist: -1.1; Anesthetic bind: -8.7%; RXFP1 antagonist: -13.6; D1 antagonist: -5.5; D2 potentiator: 13.2; RXFP1 ag: -0.7%; TRHR enhancer: 0.5

What do the screens show for `CC(=O)Nc1cccc(-c2nnc(SCC(=O)n3c4c(c5ccccc53)CCCC4)n2C)c1`?
TRHR ag: -0.3; D1 PAM: -1.4; D1 agonist: 3.6; Anesthetic bind: -4.9%; RXFP1 antagonist: -4.7; D1 antagonist: 7.6; D2 potentiator: -8.9; RXFP1 ag: -2.9%; TRHR enhancer: -1.3

How did COc1ccc(CCNc2ncnc3c2cnn3-c2cc(Cl)ccc2C)cc1 do in these assays?
TRHR ag: -0.3; D1 PAM: -3.2; D1 agonist: -0.5; Anesthetic bind: -7.0%; RXFP1 antagonist: inconclusive; D1 antagonist: -10.0; RXFP1 ag: 5.3%; TRHR enhancer: -1.7

How did COc1ccccc1/C=N/Nc1nncc2ccccc12 do in these assays?
TRHR ag: -1.7; D1 PAM: -5.2; D1 agonist: 0.1; Anesthetic bind: -21.3%; RXFP1 antagonist: 0.1; D1 antagonist: 2.7; D2 potentiator: 10.8; RXFP1 ag: 2.2%; TRHR enhancer: 4.8

How did O=C(NC(=S)NCc1ccncc1)c1ccccc1 do in these assays?
TRHR ag: 0.3; D1 PAM: 4.6; D1 agonist: 3.6; Anesthetic bind: -6.3%; RXFP1 antagonist: 25.5; D1 antagonist: 11.0; D2 potentiator: 21.8; RXFP1 ag: 0.2%; TRHR enhancer: 1.1

What do the screens show for `CCOC(=O)N1CCN(C(=O)C2CCN(S(=O)(=O)c3ccc(NC(C)=O)cc3)CC2)CC1`?
TRHR ag: 1.0; D1 PAM: -0.8; D1 agonist: 2.5; Anesthetic bind: -6.7%; RXFP1 antagonist: 9.9; D1 antagonist: -3.1; D2 potentiator: -3.4; RXFP1 ag: 0.9%; TRHR enhancer: -2.0

What do the screens show for `Cc1ccc(S(=O)(=O)Oc2ccc(/C=N/NC(=O)c3nn(C)cc3[N+](=O)[O-])cc2)cc1`?
TRHR ag: -0.5; D1 PAM: 1.6; D1 agonist: 0.1; Anesthetic bind: -8.7%; RXFP1 antagonist: 4.4; D1 antagonist: 0.2; D2 potentiator: 15.2; RXFP1 ag: 0.8%; TRHR enhancer: -3.6

How did Cc1ccc(CNC(=O)c2cc(-c3ccc(C)c(C)c3)nc3ccccc23)cc1 do in these assays?
TRHR ag: -0.3; D1 PAM: -2.4; D1 agonist: 1.6; Anesthetic bind: -7.8%; RXFP1 antagonist: -6.4; D1 antagonist: -26.3; D2 potentiator: 1.9; RXFP1 ag: 6.7%; TRHR enhancer: 1.5

Results for CSc1cccc(NC(N)=S)c1 ?
TRHR ag: 0.3; D1 PAM: -3.0; D1 agonist: -0.2; Anesthetic bind: 5.2%; RXFP1 antagonist: -14.8; D1 antagonist: 13.2; D2 potentiator: 3.7; RXFP1 ag: 4.2%; TRHR enhancer: 1.6

What do the screens show for `O=C(Cn1ccc2cc(S(=O)(=O)N3CCCCC3)ccc21)NCCc1ccc(Cl)cc1`?
TRHR ag: 1.1; D1 PAM: -0.2; D1 agonist: 1.7; Anesthetic bind: 11.1%; RXFP1 antagonist: 0.9; D1 antagonist: -2.9; RXFP1 ag: -1.9%; TRHR enhancer: -8.6

What do the screens show for `O=C1Oc2ccccc2C2(O)C3CCCCCC3C12` (stereo unspecified)?
TRHR ag: -1.8; D1 PAM: -2.6; D1 agonist: 3.2; Anesthetic bind: 6.7%; RXFP1 antagonist: 3.9; D1 antagonist: 23.5; D2 potentiator: 1.4; RXFP1 ag: 1.5%; TRHR enhancer: 0.2

How did Cc1ccnc2nc(C(=O)OCCOc3ccc(Cl)cc3)nn12 do in these assays?
TRHR ag: -0.2; D1 PAM: -3.7; D1 agonist: 7.0; Anesthetic bind: -12.8%; RXFP1 antagonist: 8.9; D1 antagonist: -36.7*; D2 potentiator: -0.3; RXFP1 ag: 23.5%; TRHR enhancer: 3.0

Results for COc1ccc(CN2C(=O)NC3(CCOc4ccccc43)C2=O)cc1F (stereo unspecified) ?
TRHR ag: 0.9; D1 PAM: -12.3; D1 agonist: 5.6; Anesthetic bind: -14.3%; RXFP1 antagonist: -1.7; D1 antagonist: -5.2; D2 potentiator: 3.1; RXFP1 ag: -1.4%; TRHR enhancer: -9.3

Results for O=C(NNC(=O)c1ccccc1[N+](=O)[O-])c1cnccn1 ?
TRHR ag: -0.8; D1 PAM: -1.8; D1 agonist: 2.5; Anesthetic bind: -5.5%; RXFP1 antagonist: -2.3; D1 antagonist: 7.5; D2 potentiator: 7.2; RXFP1 ag: 0.1%; TRHR enhancer: 19.1

Results for CN1CCC(N(C)C(=O)CNC(=O)c2ccc(C(C)(C)C)cc2)CC1 ?
TRHR ag: 0.5; D1 PAM: 1.4; D1 agonist: -0.7; Anesthetic bind: -7.1%; RXFP1 antagonist: -5.0; D1 antagonist: -2.4; D2 potentiator: 7.1; RXFP1 ag: -2.8%; TRHR enhancer: 20.9

How did COc1cc(C(=O)NCC(c2ccccc2)N(C)C)ccc1OCC(=O)N1CCOCC1 (stereo unspecified) do in these assays?
TRHR ag: -0.2; D1 PAM: 2.9; D1 agonist: 1.6; Anesthetic bind: -9.6%; RXFP1 antagonist: -0.4; D1 antagonist: -7.3; D2 potentiator: -2.2; RXFP1 ag: 3.5%; TRHR enhancer: 8.8

What do the screens show for `Cn1c(=O)c2cc(S(=O)(=O)NC(Cc3ccccc3)C(=O)NCC3CCCO3)ccc2n(C)c1=O` (stereo unspecified)?
TRHR ag: 0.5; D1 PAM: -6.2; D1 agonist: -3.2; Anesthetic bind: -8.6%; RXFP1 antagonist: -0.7; D1 antagonist: -39.3*; D2 potentiator: 0.8; RXFP1 ag: inconclusive; TRHR enhancer: 2.3

Results for CC(=O)c1ccc(COC(=O)c2ccccc2NC(=O)C(C)C)cc1 ?
TRHR ag: -0.3; D1 PAM: -3.0; D1 agonist: 0.8; Anesthetic bind: -14.4%; D1 antagonist: -19.7; D2 potentiator: 19.1; RXFP1 ag: 2.4%; TRHR enhancer: -1.1

What do the screens show for `O=C(CS(=O)(=O)Cc1ccccc1)N1CCN(c2ccccc2F)CC1`?
TRHR ag: -0.2; D1 PAM: -2.1; D1 agonist: 1.3; Anesthetic bind: -0.8%; RXFP1 antagonist: -4.0; D1 antagonist: -12.9; D2 potentiator: 4.2; RXFP1 ag: -2.9%; TRHR enhancer: 2.0

What do the screens show for `COc1ccccc1CNC(=O)CCNS(=O)(=O)c1cc(Br)cnc1N`?
TRHR ag: -0.7; D1 PAM: -2.6; D1 agonist: 1.1; Anesthetic bind: -2.9%; RXFP1 antagonist: 9.8; D1 antagonist: -13.7; D2 potentiator: -2.1; RXFP1 ag: 0.4%; TRHR enhancer: 5.6

Results for CCOC(=O)c1c(S(=O)(=O)N2CCCC(C(=O)NCc3ccccc3OC)C2)c(C)n(C)c1C (stereo unspecified) ?
TRHR ag: -0.6; D1 PAM: -2.4; D1 agonist: 1.5; Anesthetic bind: -6.2%; RXFP1 antagonist: -0.2; D1 antagonist: 4.8; D2 potentiator: 9.6; RXFP1 ag: 3.3%; TRHR enhancer: 3.3

Results for COc1cccc(C2CC(=O)Nc3cc(OC)c(OC)cc32)c1 (stereo unspecified) ?
TRHR ag: 0.3; D1 PAM: -4.5; D1 agonist: 1.0; Anesthetic bind: -5.8%; RXFP1 antagonist: 10.5; D1 antagonist: 6.6; D2 potentiator: 5.6; RXFP1 ag: 1.3%; TRHR enhancer: 22.6

Results for Cn1c(=O)c(=O)n(C)c2cc(S(=O)(=O)N3CCCC3C(=O)Nc3cccc(F)c3)ccc21 (stereo unspecified) ?
TRHR ag: -0.1; D1 PAM: -1.1; D1 agonist: -0.2; Anesthetic bind: 4.0%; RXFP1 antagonist: 18.1; D1 antagonist: -2.3; D2 potentiator: 10.0; RXFP1 ag: 11.1%; TRHR enhancer: 4.7

The list is partial, so the mix of outcomes need not match the whole.
